Assay outcomes as filed in PubChem BioAssay.
BioA inh = blocks M. tuberculosis BioA enzyme activity | purified M. tuberculosis BioA enzyme, plate reader | inhibition, % at 9.99 µM | 0.096% of 360,000 active | AID 602481; in the data active = inhibition above about 40%
TcdB inh = TcdB glycohydrolase inhibition; P18177; TcdB glycohydrolase enzymatic assay, plate reader; inhibition, % at 9.99 µM; 0.24% of 350,000 active; in the data active = inhibition above about 10%
Target sequence (P18177 whole entry, looked up): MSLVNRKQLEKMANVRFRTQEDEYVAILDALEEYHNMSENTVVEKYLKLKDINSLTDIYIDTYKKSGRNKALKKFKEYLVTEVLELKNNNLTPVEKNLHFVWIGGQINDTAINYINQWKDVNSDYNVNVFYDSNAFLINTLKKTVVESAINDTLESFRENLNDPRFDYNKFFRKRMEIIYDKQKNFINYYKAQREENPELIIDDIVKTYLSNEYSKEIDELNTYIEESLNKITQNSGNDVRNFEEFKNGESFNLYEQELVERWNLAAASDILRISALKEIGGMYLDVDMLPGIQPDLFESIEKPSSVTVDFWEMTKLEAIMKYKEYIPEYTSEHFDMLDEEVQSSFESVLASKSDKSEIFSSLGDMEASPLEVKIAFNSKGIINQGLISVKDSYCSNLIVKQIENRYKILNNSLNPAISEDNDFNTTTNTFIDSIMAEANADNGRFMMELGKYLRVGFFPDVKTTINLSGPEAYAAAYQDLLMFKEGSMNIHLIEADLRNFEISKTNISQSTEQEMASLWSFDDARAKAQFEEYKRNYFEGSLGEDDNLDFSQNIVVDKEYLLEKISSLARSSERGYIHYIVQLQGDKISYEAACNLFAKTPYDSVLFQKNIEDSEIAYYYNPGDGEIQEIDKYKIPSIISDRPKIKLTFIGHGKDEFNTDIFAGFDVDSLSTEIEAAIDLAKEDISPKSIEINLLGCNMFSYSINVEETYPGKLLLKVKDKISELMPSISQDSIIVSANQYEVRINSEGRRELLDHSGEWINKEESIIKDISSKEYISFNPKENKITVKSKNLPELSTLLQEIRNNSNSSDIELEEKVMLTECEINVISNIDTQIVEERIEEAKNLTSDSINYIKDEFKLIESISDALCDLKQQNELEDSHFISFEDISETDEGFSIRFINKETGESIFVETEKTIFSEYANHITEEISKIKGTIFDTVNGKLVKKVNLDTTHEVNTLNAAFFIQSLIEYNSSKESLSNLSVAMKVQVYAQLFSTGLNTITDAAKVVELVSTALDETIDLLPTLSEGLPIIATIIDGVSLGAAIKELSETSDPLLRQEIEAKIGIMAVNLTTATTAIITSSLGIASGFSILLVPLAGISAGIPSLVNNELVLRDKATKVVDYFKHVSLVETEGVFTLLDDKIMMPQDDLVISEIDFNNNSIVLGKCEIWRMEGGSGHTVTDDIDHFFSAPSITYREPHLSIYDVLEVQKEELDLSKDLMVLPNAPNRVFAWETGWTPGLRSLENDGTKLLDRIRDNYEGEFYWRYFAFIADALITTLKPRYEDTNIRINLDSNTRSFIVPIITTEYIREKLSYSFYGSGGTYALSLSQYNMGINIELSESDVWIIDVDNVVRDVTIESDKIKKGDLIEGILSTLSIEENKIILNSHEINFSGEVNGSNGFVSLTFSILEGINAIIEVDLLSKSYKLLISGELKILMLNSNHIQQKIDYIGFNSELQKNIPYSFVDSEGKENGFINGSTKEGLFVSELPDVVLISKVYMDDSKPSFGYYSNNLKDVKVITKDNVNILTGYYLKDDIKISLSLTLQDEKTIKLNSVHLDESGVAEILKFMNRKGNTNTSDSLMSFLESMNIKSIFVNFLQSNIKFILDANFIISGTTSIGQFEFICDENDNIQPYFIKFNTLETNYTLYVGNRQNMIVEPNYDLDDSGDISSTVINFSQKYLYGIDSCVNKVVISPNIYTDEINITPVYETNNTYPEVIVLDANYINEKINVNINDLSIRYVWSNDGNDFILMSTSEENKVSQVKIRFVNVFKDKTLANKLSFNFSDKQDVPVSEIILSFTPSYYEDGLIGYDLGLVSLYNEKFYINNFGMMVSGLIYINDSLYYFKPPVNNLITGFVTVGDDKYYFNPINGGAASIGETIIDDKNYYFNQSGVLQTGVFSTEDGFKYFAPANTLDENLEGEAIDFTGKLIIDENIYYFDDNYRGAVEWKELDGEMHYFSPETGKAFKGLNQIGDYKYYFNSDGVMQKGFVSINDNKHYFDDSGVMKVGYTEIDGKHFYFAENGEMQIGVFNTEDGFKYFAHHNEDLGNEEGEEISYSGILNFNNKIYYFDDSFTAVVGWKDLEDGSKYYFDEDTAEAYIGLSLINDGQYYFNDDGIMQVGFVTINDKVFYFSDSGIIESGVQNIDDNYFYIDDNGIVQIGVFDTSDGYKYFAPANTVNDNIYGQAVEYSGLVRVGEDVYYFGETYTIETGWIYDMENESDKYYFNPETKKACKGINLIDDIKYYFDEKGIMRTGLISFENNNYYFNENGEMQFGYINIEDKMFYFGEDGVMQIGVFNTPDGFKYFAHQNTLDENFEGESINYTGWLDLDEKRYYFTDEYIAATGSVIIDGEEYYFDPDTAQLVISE
Active calls of the source: *. A portion of the library (hit frequency here may not be typical).

SMILES	BioA inh	TcdB inh
CC(=O)N(C)C[C@H]1Oc2ncc(C#CC(C)(C)O)cc2C(=O)N([C@@H](C)CO)C[C@H]1C	0.0	-0.4
CC(C)NC(=O)N(C)C[C@@H]1Oc2c(NS(=O)(=O)c3ccc(Cl)cc3)cccc2C(=O)N([C@@H](C)CO)C[C@@H]1C	-0.3	0.7
CNC[C@@H]1Oc2c(NC(=O)c3nc4ccccc4s3)cccc2C(=O)N([C@H](C)CO)C[C@@H]1C	-0.7	-0.9
COc1ccc(NC(=O)N(C)C[C@@H]2Oc3ccc(NC(=O)Nc4ccc(C(F)(F)F)cc4)cc3CC(=O)N([C@@H](C)CO)C[C@H]2C)cc1	0.4	0.7
CC(C)NC(=O)N(C)C[C@H]1Oc2ccc(NC(=O)Cc3cn(C)c4ccccc34)cc2C(=O)N([C@H](C)CO)C[C@H]1C	5.5	-3.1
O=C(C[C@H]1CC[C@H]2[C@@H](COC[C@@H](O)CN2C(=O)c2ccccc2F)O1)NCc1ccccc1	-0.1	0.0
COc1ccc(S(=O)(=O)N(C)C[C@@H]2Oc3ccc(NC(=O)Cc4cn(C)c5ccccc45)cc3CC(=O)N([C@@H](C)CO)C[C@@H]2C)cc1	-2.4	-1.5
C[C@H]1CN([C@@H](C)CO)C(=O)c2cc(-c3cccnc3)cnc2O[C@@H]1CN(C)Cc1ccc(Oc2ccccc2)cc1	-0.1	1.6
COC(=O)C[C@@H]1CC[C@H]2[C@@H](COc3ccc(NC(=O)Nc4ccc(C#N)cc4)cc3C(=O)N2C)O1	1.3	-1.2
C/C=C/c1ccc2c(c1)O[C@@H](CN(C)CC1CCOCC1)[C@@H](C)CN([C@@H](C)CO)S2(=O)=O	1.7	0.2
C[C@@H]1CN([C@@H](C)CO)C(=O)c2cc(NC(=O)C3CCCCC3)ccc2O[C@H]1CN(C)S(=O)(=O)c1ccccc1	1.2	0.2
Cc1noc(C)c1NC(=O)NCC[C@H]1CC[C@@H](NC(=O)c2ccccc2)[C@H](CO)O1	-0.5	-1.0
CO[C@H]1CN(C)C(=O)c2cc(NC(=O)C3CCC3)ccc2OC[C@H](C)N(Cc2ccc(F)cc2)C[C@@H]1C	-0.2	-1.2
O=C(C[C@@H]1C=C[C@H](NC(=O)c2ccncc2)[C@@H](CO)O1)NCC1CC1	0.2	1.7
C[C@H](CO)N1C[C@H](C)[C@H](CN(C)Cc2cncnc2)Oc2cc(-c3ccccc3F)ccc2S1(=O)=O	3.9	1.2
N#C[C@@H]1[C@@H](c2ccc(-c3ccncc3)cc2)[C@@H](CO)N1C(=O)C1CCCCC1	0.3	0.8
C/C=C/c1ccc2c(c1)O[C@@H](CN(C)Cc1ccc(F)cc1)[C@H](C)CN([C@H](C)CO)S2(=O)=O	-3.7	1.2
COCC(=O)Nc1ccc2c(c1)C(=O)N(C)[C@@H]1CC[C@H](CC(=O)N3CCc4ccccc4C3)O[C@@H]1CO2	-0.1	1.2
COc1cccc(NC(=O)N(C)C[C@@H]2Oc3ncc(C#Cc4cccnc4)cc3C(=O)N([C@@H](C)CO)C[C@H]2C)c1	8.3	0.3
CCN1[C@@H]2c3ccc(/C=C/c4ccccc4)c(=O)n3C[C@H]1[C@H](CO)[C@H]2C(=O)N1CCOCC1	0.8	0.4
CO[C@H]1CN(C)C(=O)c2cc(NS(=O)(=O)c3ccc(C)cc3)ccc2OC[C@@H](C)N(Cc2nccs2)C[C@@H]1C	-0.1	0.4
C[C@H](CO)N1C[C@H](C)[C@H](CN(C)S(=O)(=O)c2ccccc2)Oc2ccc(NC(=O)CCN3CCOCC3)cc2CC1=O	0.6	0.3
Cc1cccc(NC(=O)Nc2ccc3c(c2)C(=O)N(C)[C@@H]2CC[C@@H](CC(=O)NCc4ccccc4Cl)O[C@@H]2CO3)c1	0.2	1.6
C[C@@H]1CN([C@H](C)CO)S(=O)(=O)c2ccc(/C=C/c3ccccc3)cc2O[C@@H]1CN(C)C(=O)Nc1ccc(F)cc1	-0.6	0.7
C[C@@H]1CN([C@@H](C)CO)C(=O)Cc2cc(NC(=O)Nc3cccc4ccccc34)ccc2O[C@H]1CN(C)S(=O)(=O)c1cn(C)cn1	2.9	-1.1
Cc1noc(C)c1NC(=O)N(C)C[C@@H]1OCCCC[C@H](C)Oc2ccc(NS(=O)(=O)c3ccc(F)cc3)cc2C(=O)N([C@H](C)CO)C[C@@H]1C	0.0	-0.3
C[C@@H]1CN([C@@H](C)CO)C(=O)c2cc(NC(=O)CCCN(C)C)ccc2O[C@H]1CN(C)S(=O)(=O)c1ccccc1	3.6	-1.0
CO[C@H](CN(C)C(=O)C1CC1)[C@@H](C)CN(C(=O)Nc1ccc(C(F)(F)F)cc1)[C@@H](C)CO	-2.0	0.7
OC[C@H]1[C@@H](c2ccc(-c3ccccc3F)cc2)[C@H]2CN(Cc3cncnc3)CCCCN21	-7.1	0.5
C[C@H]1CCCCO[C@@H](CN(C)C(=O)Nc2ccc(C(F)(F)F)cc2)[C@@H](C)CN([C@@H](C)CO)C(=O)c2cc(NC(=O)Nc3ccc4c(c3)OCO4)ccc2O1	-2.0	1.0
Cc1ccc(S(=O)(=O)N[C@H]2CC[C@H](CCn3cc(-c4cccc(F)c4)nn3)O[C@@H]2CO)cc1	0.9	-0.5
C[C@@H]1CCCCO[C@@H](CN(C)Cc2ccncc2)[C@@H](C)CN([C@@H](C)CO)C(=O)c2cc(NC(=O)Nc3cccc4ccccc34)ccc2O1	3.5	-0.7
C[C@H](CO)N1C[C@H](C)[C@H](CN(C)Cc2ccc(Oc3ccccc3)cc2)Oc2ccc(NC(=O)Nc3ccc(C(F)(F)F)cc3)cc2C1=O	-3.5	-1.1
Cc1ccccc1S(=O)(=O)N1CCCCN2[C@H](C1)[C@@H](c1ccc(-c3cccnc3)cc1)[C@@H]2CO	0.1	0.8
C[C@@H]1CCCCO[C@H](CN(C)C(=O)Nc2ccc3c(c2)OCO3)[C@@H](C)CN([C@H](C)CO)C(=O)c2cc(NS(C)(=O)=O)ccc2O1	4.9	-0.4
CO[C@H]1CN(C)C(=O)c2cc(NC(=O)C3CC3)ccc2OC[C@@H](C)N(Cc2cc(F)ccc2F)C[C@@H]1C	-3.7	-0.3
C[C@H](CO)N1C[C@H](C)[C@@H](CN(C)C)Oc2ccc(NS(C)(=O)=O)cc2C1=O	19.7	-7.2
CN(C)C(=O)[C@@H]1[C@@H](CO)[C@@H]2Cn3c(ccc(-c4cccc(F)c4)c3=O)[C@H]1N2CCc1ccccc1	1.3	1.4
COc1ccccc1C(=O)N1C[C@H]2[C@@H](c3ccccc31)[C@@H](CO)N2C(=O)Nc1ccccc1	-2.2	0.1
C[C@@H]1CN([C@H](C)CO)C(=O)c2cc(C3=CCCCC3)cnc2O[C@@H]1CN(C)C(=O)Nc1ccccc1	4.0	1.7

Record cards, from the list above. Order of values: BioA inh, TcdB inh
C[C@@H]1CCCCO[C@H](CN(C)C(=O)Nc2ccc3c(c2)OCO3)[C@@H](C)CN([C@H](C)CO)C(=O)c2cc(NS(C)(=O)=O)ccc2O1 across the screens: 4.9, -0.4
C[C@H]1CCCCO[C@@H](CN(C)C(=O)Nc2ccc(C(F)(F)F)cc2)[C@@H](C)CN([C@@H](C)CO)C(=O)c2cc(NC(=O)Nc3ccc4c(c3)OCO4)ccc2O1 across the screens: -2.0, 1.0
COc1ccccc1C(=O)N1C[C@H]2[C@@H](c3ccccc31)[C@@H](CO)N2C(=O)Nc1ccccc1 across the screens: -2.2, 0.1
Cc1ccc(S(=O)(=O)N[C@H]2CC[C@H](CCn3cc(-c4cccc(F)c4)nn3)O[C@@H]2CO)cc1 across the screens: 0.9, -0.5

Later entries
SMILES	BioA inh	TcdB inh
CN(C)C(=O)c1ccc(-c2ccc([C@@H]3[C@@H](CO)N4CCCCN(CCC(F)(F)F)C[C@@H]34)cc2)cc1	1.6	-0.1
C[C@@H]1CN([C@@H](C)CO)C(=O)c2cc(NC(=O)Nc3ccc(F)cc3)ccc2O[C@@H]1CN(C)C(=O)Nc1ccc(F)cc1	3.9	0.4
O=C(c1cccnc1)N1CC[C@H]2[C@H](CO)Nc3ccc(-c4ccccc4)cc3[C@H]21	4.3	1.9
CCCNC(=O)[C@@H]1[C@@H](CO)[C@@H]2Cn3c(cccc3=O)[C@H]1N2C(=O)C1CC1	-1.4	-4.7
C[C@H](NC(=O)C[C@H]1CC[C@H]2[C@@H](COC[C@H](O)CN2Cc2ccc(C(F)(F)F)cc2)O1)c1ccccc1	2.2	0.3
COc1ccc(S(=O)(=O)N(C)C[C@@H]2Oc3ncc(C#CC4(O)CCCC4)cc3C(=O)N([C@@H](C)CO)C[C@@H]2C)cc1	3.0	0.0
C[C@H]1CN([C@@H](C)CO)C(=O)Cc2cc(NC(=O)Nc3ccc(C(F)(F)F)cc3)ccc2O[C@H]1CN(C)Cc1ccc(Cl)c(Cl)c1	-1.2	0.0
CCCN1[C@@H]2c3cccc(=O)n3C[C@H]1[C@H](CO)[C@H]2C(=O)NC1Cc2ccccc2C1	-0.5	0.0
C[C@@H]1CN([C@H](C)CO)C(=O)Cc2cc(NC(=O)Cc3ccccc3)ccc2O[C@H]1CN(C)Cc1ccc2c(c1)OCO2	1.4	-0.7
COc1ccc(CN(C)C[C@H]2Oc3ccc(NC(=O)NC4CCCCC4)cc3CC(=O)N([C@@H](C)CO)C[C@@H]2C)cc1	-1.2	-0.1
COC(=O)C[C@H]1CC[C@H]2[C@H](COc3ccc(NC(=O)Nc4cccc(C#N)c4)cc3C(=O)N2C)O1	0.1	-0.3
C[C@@H]1CN([C@@H](C)CO)C(=O)c2cc(NS(=O)(=O)c3cn(C)cn3)ccc2O[C@@H](C)CCCCO[C@H]1CN(C)Cc1ccccc1	2.0	0.5
C[C@H](CO)N1C[C@H](C)[C@@H](CN(C)C(=O)Nc2ccc3c(c2)OCO3)Oc2ccc(NC(=O)Cc3ccccc3)cc2CC1=O	2.2	0.3
COc1ccc(CN(C)C[C@H]2Oc3ccc(NC(=O)Nc4ccccc4)cc3C(=O)N([C@H](C)CO)C[C@@H]2C)cc1	-0.2	-4.2
CC(C)NC(=O)N[C@H]1CC[C@H](CCNC(=O)C2CCCC2)O[C@H]1CO	-3.3	1.1
C[C@H](CO)N1C[C@H](C)[C@H](CN(C)C(=O)Nc2ccc(F)cc2)OCCCC[C@H](C)Oc2ccc(N(C)C)cc2C1=O	1.2	-30.7
COc1ccc(S(=O)(=O)Nc2ccc3c(c2)CC(=O)N([C@H](C)CO)C[C@@H](C)[C@H](CN(C)Cc2ccncc2)O3)cc1	-0.3	0.4
C[C@H](CO)N1C[C@H](C)[C@@H](CN(C)C(=O)c2ccncc2)OCCCC[C@H](C)Oc2ccc(NS(=O)(=O)c3ccc(F)cc3)cc2C1=O	0.6	0.2
Cc1noc(C)c1S(=O)(=O)N(C)C[C@H]1OCCCC[C@H](C)Oc2ccc(NC(=O)Nc3ccccc3)cc2C(=O)N([C@H](C)CO)C[C@@H]1C	-1.3	0.8
C[C@@H]1CCCCO[C@@H](CN(C)C(=O)Nc2ccc(F)cc2)[C@@H](C)CN([C@H](C)CO)C(=O)c2cc(NC(=O)Nc3ccc(F)cc3)ccc2O1	1.5	-0.4
Cc1ccc(S(=O)(=O)N[C@@H]2C=C[C@@H](CC(=O)NC3CCCCC3)O[C@H]2CO)cc1	-0.5	0.1
O=C(C[C@@H]1C=C[C@H](NC(=O)c2cccc(F)c2)[C@@H](CO)O1)NCc1ccc(Oc2ccccc2)cc1	3.5	-0.3
C[C@H]1CN([C@@H](C)CO)C(=O)c2cccc(NS(=O)(=O)c3cccs3)c2O[C@@H]1CN(C)Cc1ccc(Oc2ccccc2)cc1	-0.5	-0.8
C/C=C/c1ccc([C@H]2[C@@H](CN(C)C(C)=O)N(C(=O)NCCC)[C@H]2CO)cc1	-3.8	1.5
Cc1ccc(S(=O)(=O)Nc2ccc3c(c2)C(=O)N([C@H](C)CO)C[C@@H](C)[C@@H](CN(C)S(=O)(=O)c2cccs2)OCCCC[C@H](C)O3)cc1	-1.6	0.8
COc1cccc(-c2cnc3c(c2)C(=O)N([C@H](C)CO)C[C@H](C)[C@H](CN(C)S(=O)(=O)c2ccc(C#N)cc2)O3)c1	1.0	-0.8
C[C@H]1CN([C@@H](C)CO)C(=O)c2cc(-c3ccncc3)cnc2O[C@H]1CN(C)C(=O)c1ccncc1	-1.0	-0.1
COc1ccc(NC(=O)N(C)C[C@H]2Oc3c(NS(=O)(=O)c4ccc(Cl)cc4)cccc3C(=O)N([C@@H](C)CO)C[C@H]2C)cc1	1.3	0.3
COc1ccccc1-c1ccc2c(c1)O[C@H](CN(C)S(=O)(=O)c1ccc(C)cc1)[C@@H](C)CN([C@H](C)CO)S2(=O)=O	-3.7	1.1
C[C@@H]1CN([C@@H](C)CO)C(=O)c2cc(-c3cncnc3)cnc2O[C@H]1CN(C)Cc1ccccc1	-1.7	0.4
C[C@H]1CN([C@@H](C)CO)C(=O)c2cc(NC(=O)C3CC3)ccc2O[C@H]1CN(C)Cc1ccc(C(=O)O)cc1	0.9	-0.5
Cc1noc(C)c1S(=O)(=O)Nc1ccc2c(c1)C(=O)N([C@@H](C)CO)C[C@H](C)[C@H](CN(C)S(=O)(=O)c1ccc(Cl)cc1)OCCCC[C@@H](C)O2	-0.9	-0.7
O=C(C[C@@H]1C[C@@H]2c3cc(NC(=O)CC4CC4)ccc3O[C@@H]2[C@@H](CO)O1)NCc1ccccc1F	-1.4	0.3

As a working copy, some entries already given:
SMILES	BioA inh	TcdB inh
Cc1ccc(S(=O)(=O)N[C@@H]2C=C[C@@H](CC(=O)NC3CCCCC3)O[C@H]2CO)cc1	-0.5	0.1
O=C(C[C@@H]1C=C[C@H](NC(=O)c2cccc(F)c2)[C@@H](CO)O1)NCc1ccc(Oc2ccccc2)cc1	3.5	-0.3
